# IL-2 act = qHTS of IL-2 Activators; activation, % (series mostly up to about 46 µM); IL-2 activation reporter assay, cell-based qHTS; stimulated with anti-CD3/CD4/CD28 beads; in transgenic mouse T cells; actives 0.065% (n = 360,000); AID 652025, 2013; in the data active = activation above about 50%; inconclusive = mostly about 30% to 49%; note: 0% is about no effect
#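 Screening format: compound pinned onto unstimulated transgenic mouse T cells, 60 min incubation, then anti-CD3/anti-CD4/anti-CD28 bead stimulation for 18 hours at 37 degrees C, followed by EGFP and DsRed detection.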
# ATXN viability = Viability Counterscreen for Primary qHTS for Inhibitors of ATXN expression. actives 0.49% (n = 400,000). AID 651635, 2014. Potency, µM (titrated, usually from 56.7 µM), actives largely listed as cytotoxic. S2 cells (HEK-293 line with an ATXN2-luciferase reporter) viability, CellTiter-Fluor protease fluorescence, 24 h; note: potency is the fitted concentration of half-maximal effect; nearly all actives have a fitted effect of over 40% in size
# Nrf2 inh = Nrf2 qHTS screen for inhibitors. A549 ARE-Fluc reporter, luciferase luminescence, 18-24 h. Potency, µM (series often up to 46 µM), for inactives: at the highest dose activity change, negative = inhibition, usual class: inhibitors. actives 2.1% (n = 360,000). AID 504444, 2011; note: potency is the fitted concentration of half-maximal effect; % is set by controls: 0 for no effect and ±100 for the full control effect; nearly all actives have a fitted effect of over 60% in size
#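 A549 ARE_Fluc cells (5000/well, 5% FBS OPTI-MEM) pre-incubated 2 h, then treated with compounds 18-24 h at 37C/5% CO2 in concentration-response. CellTiter-Fluor viability read first; BugLite luciferase luminescence after 15 min at room temperature gives Nrf2 activity.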
# HepG2 tox = qHTS for Inhibitors of TGF-b: Cytotox Counterscreen; HepG2 CAGA-GFP viability, ATP luminescence, 18 h; Potency, µM (titrated, usually from 46.1 µM), without a hit: at the highest dose activity change, negative = cytotoxicity, hits mostly cytotoxic; actives 0.76% (n = 410,000); AID 588856, 2011; note: potency is the fitted concentration of half-maximal effect; some results filed as inactive show a strong effect at the top dose
#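 CellTiter-Glo luminescence gave cytotoxicity after 18 hours at 37 degrees C. The cells were HepG2 CAGA-GFP in 1% FBS DMEM, stimulated with 500 pg/mL TGF-beta after compound addition. %Activity was normalised to no-cell wells (complete cell-killing) and DMSO (no toxicity), and curves were fitted and classified.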
# A549 tox = Nrf2 qHTS screen for inhibitors: counterscreen for cytotoxicity; Potency, µM (series often up to 46 µM), for the others: at the highest dose activity change, negative = cytotoxicity, hits mostly inhibitors; actives 0.16% (n = 390,000); A549 ARE-Fluc cells, CellTiter-Fluor viability, 18-24 h; AID 504648, 2011; note: potency is the fitted concentration of half-maximal effect; % is set by controls: 0 for no effect and ±100 for the full control effect
#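 A549 ARE-Fluc cells in 5% FBS OPTI-MEM, 5000 cells/well, rested 2 h then exposed to compounds in concentration-response for 18-24 h at 37 °C. Viability by CellTiter-Fluor fluorescence (Ex 405/Em 525) after 30 min; luciferase luminescence (BugLite, 15 min, RT) read afterwards.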
# ATXN2 expr inh = Primary qHTS for Inhibitors of ATXN expression; HEK-293 ATXN2-luciferase reporter, luminescence, 24 h; actives 0.72% (n = 360,000); Potency, µM (titrated, usually from 57 µM), for the others: at the top dose activity change, negative = inhibition, actives largely listed as inhibitors; AID 1745845, 2022; note: potency is the fitted concentration of half-maximal effect; % is set by controls: 0 for no effect and ±100 for the full control effect; nearly all actives have a fitted effect of over 55% in size
#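 ATXN2-luciferase reporter cells (luciferase flanked by upstream and downstream ATXN2 gene portions) were treated 24 h at 37 °C with compounds at up to 57 uM. SteadyGlo luminescence gave expression; GF-AFC fluorescence gave viability.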
# TGFb inhibitor = qHTS for Inhibitors of TGF-b. HepG2 CAGA-GFP TGF-b/SMAD3 reporter, GFP fluorescence, 18 h; TGF-beta stimulated, 500 pg/mL final. Potency, µM (highest dose often 46.1 µM), for the others: at the top dose activity, negative = inhibition, actives largely listed as inhibitors. actives 1.2% (n = 410,000). AID 588855, 2011; note: potency is the fitted concentration of half-maximal effect; % is set by controls: 0 for no effect and ±100 for the full control effect; nearly all actives have a fitted effect of over 65% in size
#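 Inhibition of TGF-beta-driven CAGA-GFP reporter expression in HEPG2 cells is measured by cellular GFP fluorescence after 18 h stimulation with 500 pg/mL recombinant TGF-beta in 1% FBS medium at 37 degrees C.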
# EPAC2 agonist = qHTS for Agonist of cAMP-regulated guanine nucleotide exchange factor 4 (EPAC2): primary screen; Rap guanine nucleotide exchange factor 4 (Homo sapiens), Q8WZA2; EPAC2 activation, biochemical qHTS; response scale: 100% = 6.5 mM cAMP response; Potency, µM (highest dose often 154 µM), without a hit: at the highest dose activation, usual class: activators; actives 0.079% (n = 360,000); AID 720711, 2013; note: potency is the fitted concentration of half-maximal effect; nearly all actives have a fitted effect of over 50% in size
# Target sequence (Q8WZA2 whole entry, looked up): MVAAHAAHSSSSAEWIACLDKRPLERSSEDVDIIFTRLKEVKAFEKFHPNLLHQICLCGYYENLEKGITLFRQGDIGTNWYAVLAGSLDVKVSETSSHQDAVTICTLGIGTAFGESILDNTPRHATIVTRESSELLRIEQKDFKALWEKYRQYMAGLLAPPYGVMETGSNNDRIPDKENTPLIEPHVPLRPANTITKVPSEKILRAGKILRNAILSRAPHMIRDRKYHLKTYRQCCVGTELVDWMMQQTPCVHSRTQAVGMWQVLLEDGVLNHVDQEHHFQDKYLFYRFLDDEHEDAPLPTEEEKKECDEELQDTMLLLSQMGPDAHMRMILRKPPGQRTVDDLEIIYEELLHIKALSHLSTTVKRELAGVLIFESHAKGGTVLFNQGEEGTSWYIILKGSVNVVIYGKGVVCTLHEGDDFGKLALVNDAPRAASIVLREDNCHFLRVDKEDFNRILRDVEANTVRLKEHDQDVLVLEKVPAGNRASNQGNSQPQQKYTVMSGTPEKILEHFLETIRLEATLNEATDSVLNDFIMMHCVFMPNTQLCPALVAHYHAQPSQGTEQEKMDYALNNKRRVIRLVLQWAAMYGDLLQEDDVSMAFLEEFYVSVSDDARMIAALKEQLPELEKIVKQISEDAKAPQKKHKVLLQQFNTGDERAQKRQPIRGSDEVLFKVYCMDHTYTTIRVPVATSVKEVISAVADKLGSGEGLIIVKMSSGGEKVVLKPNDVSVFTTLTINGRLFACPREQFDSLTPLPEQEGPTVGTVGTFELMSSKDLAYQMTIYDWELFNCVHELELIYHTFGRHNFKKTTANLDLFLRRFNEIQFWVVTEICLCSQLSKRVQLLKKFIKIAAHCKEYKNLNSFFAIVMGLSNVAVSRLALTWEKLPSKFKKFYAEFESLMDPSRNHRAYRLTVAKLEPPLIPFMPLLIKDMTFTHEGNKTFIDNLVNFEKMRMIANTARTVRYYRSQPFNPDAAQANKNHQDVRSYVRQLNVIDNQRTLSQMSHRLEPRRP
#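 Compounds were titrated in qHTS against a Rap1B-BODIPY-GDP (250 nM) complex with EPAC2 (100 nM) and GDP (50 uM). BODIPY-GDP release tracked at 480/540 nm over 30 min at room temperature, normalized to 6.5 mM cAMP.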
# Nrf2 ARE act = qHTS of Nrf2 Activators; actives 0.31% (n = 410,000); AID 624171, 2012; Potency, µM (highest dose often 46.1 µM), without a hit: at the highest dose activation, most hits filed as activators; AREc32 ARE-luciferase reporter (MCF7-derived line), luminescence, 24 h; note: potency is the fitted concentration of half-maximal effect; % of control where 0% means no effect; nearly all actives have a fitted effect of over 65% in size
#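 AREc32 cells carrying an ARE-driven firefly luciferase reporter were seeded at 1000 cells/well in OPTI-MEM with 5% FBS, then exposed to compound for 24 hr at 37 deg C. Luminescence was read with Steady-Glo after 30 min at RT.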
# Numbers without * were called inactive; i = inactive; ? = inconclusive; . = not tested or not shown; [ ] = dose if it differs, or a comment. Unless noted, calls come from the whole dose curve; as a rule, active = well fitted curve in the direction sought with a large enough effect; inconclusive = small, poorly fitted or top-dose-only effect, or another doubt; inactive = no such curve, though single readings can be large; an effect the other way counts as inactive or inconclusive. Hits appear at their usual frequency, and some 4.3% of all compounds hit somewhere here.
# A first look, two compounds:
SMILES,IL-2 act,ATXN viability,Nrf2 inh,HepG2 tox,A549 tox,ATXN2 expr inh,TGFb inhibitor,EPAC2 agonist,Nrf2 ARE act
CC1CCCC(NC(=O)C2CCN(C(=O)Nc3ccccc3)CC2)C1C (stereo not given),-5.1,i,7.9%,0.8%,3.2%,-4.0%,18.8%,-0.2%,-0.5%
CN(C(=O)COC(=O)c1ccc2c(c1)NC(=O)CS2)C1CCS(=O)(=O)C1 (stereo not given),-0.2,i,20.5%,-16.1%,-4.3%,-0.2%,23.2%,7.5%,-0.3%

# All compounds of this part, from the first entry:
SMILES,IL-2 act,ATXN viability,Nrf2 inh,HepG2 tox,A549 tox,ATXN2 expr inh,TGFb inhibitor,EPAC2 agonist,Nrf2 ARE act
CC1CCCC(NC(=O)C2CCN(C(=O)Nc3ccccc3)CC2)C1C (stereo not given),-5.1,i,7.9%,0.8%,3.2%,-4.0%,18.8%,-0.2%,-0.5%
CN(C(=O)COC(=O)c1ccc2c(c1)NC(=O)CS2)C1CCS(=O)(=O)C1 (stereo not given),-0.2,i,20.5%,-16.1%,-4.3%,-0.2%,23.2%,7.5%,-0.3%
O=C(CCCc1nc2ccccc2s1)NC(c1ccccc1)c1ccccc1,-6.4,i,1.7%,-22.0%,8.2%,-24.0%,-5.0%,0.8%,0.3%
O=c1[nH]c(/C(Cl)=C/c2c(F)cccc2Cl)nc2cc(Cl)ccc12,-0.8,i,?,-62.4%,-2.5%,-27.4%,?,14.1%,17.1%
Cc1ccc2nc(/C(C#N)=C\c3ccc([N+](=O)[O-])o3)[nH]c2c1,9.5,.,12.4%,5.01µM*,?,5.62µM*,?,3.0%,?
CCc1cccc(C)c1NC(=O)CNCc1ccccc1,-4.1,.,6.5%,-14.9%,1.4%,-14.6%,4.6%,5.6%,-1.5%
O=C(O)c1cccnc1SC1CC(=O)N(CCc2ccccc2)C1=O (stereo not given),-1.1,i,0.7%,-13.9%,?,4.7%,8.1%,6.5%,0.5%
C=CCOC(=O)/C(=C/c1ccco1)NC(=O)/C=C/c1ccccc1,-0.9,i,-7.8%,4.2%,-0.9%,4.8%,?,1.9%,7.5%
COc1cccc(C(C(=O)NC2CCCC2)N(Cc2cccnc2)C(=O)Cc2cccs2)c1 (stereo not given),2.3,i,-7.4%,1.1%,-7.3%,2.6%,?,9.9%,-0.2%
Cc1cc(C)n2nc(C(=O)N/N=C/c3ccccc3Cl)nc2n1,-0.3,i,0.0%,-14.0%,-12.0%,-13.5%,-2.0%,0.5%,0.1%
CCOc1cccc(CC(=O)NCc2ccc3c(c2)CCN3C(C)=O)c1OCC,.,.,.,-16.3%,-8.2%,.,-1.4%,.,0.2%
COc1ccc(Cl)cc1NC(=O)CN1CCCC1,1.2,i,-2.0%,11.1%,0.6%,-18.5%,17.1%,10.0%,2.7%
O=C(CCn1cnc2ccccc21)N/N=C/c1ccc(O)cc1,-2.0,i,14.6%,-12.2%,1.6%,-0.1%,0.1%,-5.0%,0.2%
COc1ccc(NC2=NC(C)(CO)CS2)cc1 (stereo not given),-1.5,?,?,3.7%,2.6%,.,-9.4%,2.0%,-1.2%
COc1ccccc1C(=O)NC(=O)COc1ccc([N+](=O)[O-])cc1,-2.8,?,4.3%,1.7%,2.6%,7.6%,0.5%,-3.8%,-0.1%
CCn1c(CCCc2ccc(OC)c(C)c2)n[nH]c1=S,0.6,?,?,7.9%,8.6%,-5.6%,4.3%,6.4%,-0.2%
COc1ccccc1/C=C/C(=O)NC(=S)N(C)C1CCCCC1,-0.2,i,?,1.5%,-4.1%,-17.5%,-1.1%,19.2%,1.0%
NC(=O)c1ccc[n+](CC(=O)c2ccc(NC(=O)c3ccccc3)cc2)c1,-3.7,i,4.9%,-14.3%,-0.7%,-2.3%,-16.8%,2.1%,-0.4%
CC(C)(C)C(=O)Nc1ccc2oc(-c3cc(F)c(F)cc3Cl)nc2c1,-0.1,i,?,-9.5%,-9.4%,28.2%,-4.6%,-11.4%,5.4%
C/C=C/c1ccc(OCC(=O)OCC)c(OC)c1,-1.6,i,-10.2%,-15.8%,2.7%,1.9%,-6.5%,-2.0%,-0.1%
Cc1ccc(-c2nc3ccc(Br)cn3c2Cc2cccc(F)c2)cc1,0.1,i,.,-10.8%,.,67.9%[activator],11.2µM*,-0.8%,3.5%
O=C(O)c1ccccc1NS(=O)(=O)c1ccccc1C(F)(F)F,2.0,i,?,-0.2%,-8.0%,-7.1%,-7.3%,7.7%,0.0%
CC(=O)c1cccc(-c2cnc3c(NC=O)cc(-c4ccc(N(C)C)cc4)cn23)c1,-0.7,i,.,10.3%,.,0.0%,4.47µM*,-5.1%,0.5%
CCCn1nnc(NC(=O)c2ccccc2Br)n1,-1.6,i,?,8.2%,0.1%,31.0%[activator],-0.8%,4.9%,1.7%
CN(C(=O)c1cccc(C#N)c1)c1nnc(C2CCOC2)s1 (stereo not given),-2.4,i,12.8%,-2.7%,-2.7%,0.0%,-1.0%,-2.3%,-0.2%
O=C(COc1cccc2ccccc12)N/N=C/c1ccco1,0.0,i,-14.5%,-2.3%,5.2%,-15.4%,-13.9%,6.4%,0.7%
CCOC(=O)c1ccc2nc(Nc3nc4ccc(F)cc4s3)sc2c1,0.1,i,?,-0.4%,19.6%,?,3.8%,-8.8%,-2.7%
CC(=O)c1ccc(NC(=O)C(Cc2ccccc2)NC(=O)c2ccco2)cc1 (stereo not given),-1.2,i,-2.9%,-21.5%,-4.1%,3.5%,4.5%,6.8%,2.9%
COc1ccc(-c2[nH]ncc2CNC(C)c2ccccc2Cl)cc1F (stereo not given),-0.6,?,3.4%,-72.3%,15.4%,.,?,7.9%,4.4%
COc1ccc(NC(=O)CN2C(=O)NC(c3ccccc3)(c3ccccc3)C2=O)cc1,-1.9,i,-0.5%,-4.4%,-3.1%,-3.7%,-0.7%,9.9%,4.6%
CCN(CC)CC(C)CNC(=O)CC(C(=O)N1CCc2ccccc21)n1ccnc1 (stereo not given),-2.7,i,14.3%,-12.3%,19.3%,0.6%,1.1%,13.6%,0.0%
O=C(Cc1ccc(Cl)cc1)NCC(c1cccs1)S(=O)(=O)c1ccc(F)cc1 (stereo not given),.,?,.,-6.5%,-9.3%,-26.5%,?,.,11.3%
CCCc1cc(=O)[nH]c(SCC(=O)c2cc(C)n(C3CC3)c2C)n1,1.2,i,.,11.9%,-3.7%,2.5%,0.0%,18.8%,0.2%
CCc1ccccc1NC(=O)/C(=C/c1ccccc1)c1ccccc1,1.0,i,.,-21.5%,8.8%,-5.7%,-5.8%,10.7%,-0.5%
COc1ccc(CCN2CC(C(=O)NCc3c(C)n[nH]c3C)CCC2=O)cc1 (stereo not given),2.7,i,8.2%,11.0%,-0.1%,3.3%,13.6%,2.5%,0.1%
Clc1ccc(Oc2cccc(/C=N/n3cnnc3)c2)cc1,-0.1,i,-28.5%,-11.8%,-7.8%,-10.6%,1.1%,8.4%,3.1%
O=S(=O)(NCc1ccccc1Cl)c1ccc(N2CCCCS2(=O)=O)cc1,.,.,.,-7.6%,3.5%,.,?,.,9.2%
COC(=O)c1cc(NC(=O)c2sc3ccccc3c2Cl)cc(C(=O)OC)c1,.,i,-0.2%,1.3%,-4.6%,0.3%,-5.8%,.,0.5%
COc1ccc(C(C[N+](=O)[O-])n2nc(C)cc2C)cc1 (stereo not given),-0.5,?,2.9%,-40.5%,0.7%,?,?,5.0%,2.8%
CNC(=O)c1cc2c(-c3ccccc3)nn(C)c2s1,-0.2,i,9.1%,-13.4%,4.6%,-11.4%,1.1%,8.4%,10.2%
Cn1cccc1/C=N/NC(=O)c1cc(-c2cccs2)nc2ccccc12,2.0,i,7.1%,-32.6%,-2.6%,-22.9%,0.0%,14.9%,2.7%
CCCCN1CC(=O)N2[C@H]3c4ccc(OC)cc4OC[C@@H]3[C@H](C(=O)OCC)[C@]2(C)C1=O,-0.5,i,8.0%,-0.1%,-6.4%,1.9%,7.7%,0.6%,0.5%
CCOc1cc(/C=C(\C#N)c2nc3ccccc3[nH]2)ccc1OC(C)C(=O)O (stereo not given),-0.1,i,-1.9%,-9.3%,?,.,-13.5%,2.7%,2.5%
Cc1ccc(S(=O)(=O)c2c(COC(=O)c3cccc(Cl)c3)c(-c3ccccc3)nn2C)cc1,0.3,i,4.3%,-0.9%,6.9%,-15.0%,-16.7%,3.3%,-0.1%
O=C(c1cc2c(s1)CCCCC2)N1CCN(c2ncccn2)CC1,0.0,i,.,-12.4%,-3.2%,0.0%,4.3%,11.2%,2.0%
COc1ccc(NC(=O)COC(=O)CC2CCCCC2)cc1,0.3,i,1.9%,8.7%,-0.6%,4.2%,-0.4%,9.1%,0.1%
O=[N+]([O-])c1cccnc1N1CCCCC1,-2.3,i,4.8%,-22.5%,-0.9%,4.2%,?,4.5%,-1.1%
COc1ccc(N2CCN(Cc3cc(OC)c(O)c([N+](=O)[O-])c3)CC2)cc1,0.6,i,7.5%,-3.7%,0.2%,-4.0%,?,1.8%,-0.1%
CCOC(=O)N1CCN(C(=O)/C=C/c2ccc(C(C)(C)C)cc2)CC1,0.1,i,-17.6%,-22.7%,2.4%,-10.4%,-24.6%,17.3%,2.4%

# Screening data (PubChem BioAssay)
